CCHFV vOTU inh – CCHFV vOTU protease inhibitors, primary screen, biochemical, Pep-AMC substrate, fluorescence; inhibition, % at 11.5 µM; 370,000 tested, 0.55% active; in the data active = inhibition above about 30%; note: 0% = vehicle wells with enzyme and 100% = no enzyme wells
TcdB GH inh – TcdB glycohydrolase inhibitors, primary screen, biochemical, single point, plate reader | Toxin B (Clostridioides difficile), P18177 | TcdB glycohydrolase enzymatic assay | inhibition, % at 9.99 µM | 350,000 tested, 0.24% active; in the data active = inhibition above about 10%
SARS 3CLpro inh – SARS-CoV 3CLpro protease inhibitors, primary screen, biochemical, quenched FRET | recombinant SARS-CoV 3CLpro, quenched FRET peptide cleavage | inhibition, % at 6 µM | 290,000 tested, 0.14% active; in the data active = inhibition above about 12%
DUSP3 inh – VHR1 phosphatase inhibitors, primary screen, biochemical, absorbance, uHTS | Dual specificity protein phosphatase 3 (Homo sapiens), P51452 | recombinant VHR phosphatase, pNPP absorbance | inhibition, % at 13.3 µM | 290,000 tested, 0.52% active; in the data active = inhibition above about 50%; note: some compounds called inactive have numbers as strong as hits
Target sequence (P51452 whole entry, looked up): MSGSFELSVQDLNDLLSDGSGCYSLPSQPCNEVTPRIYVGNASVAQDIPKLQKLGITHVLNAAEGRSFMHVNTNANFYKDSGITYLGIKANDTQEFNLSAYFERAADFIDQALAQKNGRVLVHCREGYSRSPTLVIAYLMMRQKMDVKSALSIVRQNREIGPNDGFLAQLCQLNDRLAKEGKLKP
PriA SSB inh – inhibitors of Klebsiella pneumoniae PriA binding to SSB C-terminal tail, primary screen, biochemical, AlphaScreen; PriA–SSB C-terminal tail interaction (Klebsiella pneumoniae); inhibition, % at 33 µM; 430,000 tested, 0.6% active; AlphaScreen SSBct-PriA binding, biotinylated peptide; in the data active = inhibition mostly above about 37%, no sharp cut-off; inactive = mostly below about 20%;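 note: plate controls were negative control peptide for no effect and reference peptide for full effect; strong numbers were not always called active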
PfHsp40 yeast – rescue of yeast from PfHsp40 toxicity, primary screen, S. cerevisiae, ATP luminescence. S. cerevisiae expressing PfHsp40, growth rescue. growth rescue, % at 12.5 µM. 340,000 tested, 0.68% active; in the data active = growth rescue above about 28%, passing the limit was not always enough;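 note: yeast W303a lacking pdr1 and pdr3 grown in galactose medium; growth measured after three days at 30 °C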
Anthrax LF inh2 – Bacillus anthracis LF protease inhibitors, primary screen, biochemical, multiplex microsphere, MLPCN library. Lethal factor (Bacillus anthracis), P15917. multiplex microsphere protease cleavage assay. inhibition, % at 10 µM. 360,000 tested, 0.12% active. AID 588501, 2011; note: plate controls were buffer without enzyme for full effect and enzyme alone for no effect
Target sequence (P15917 whole entry, looked up): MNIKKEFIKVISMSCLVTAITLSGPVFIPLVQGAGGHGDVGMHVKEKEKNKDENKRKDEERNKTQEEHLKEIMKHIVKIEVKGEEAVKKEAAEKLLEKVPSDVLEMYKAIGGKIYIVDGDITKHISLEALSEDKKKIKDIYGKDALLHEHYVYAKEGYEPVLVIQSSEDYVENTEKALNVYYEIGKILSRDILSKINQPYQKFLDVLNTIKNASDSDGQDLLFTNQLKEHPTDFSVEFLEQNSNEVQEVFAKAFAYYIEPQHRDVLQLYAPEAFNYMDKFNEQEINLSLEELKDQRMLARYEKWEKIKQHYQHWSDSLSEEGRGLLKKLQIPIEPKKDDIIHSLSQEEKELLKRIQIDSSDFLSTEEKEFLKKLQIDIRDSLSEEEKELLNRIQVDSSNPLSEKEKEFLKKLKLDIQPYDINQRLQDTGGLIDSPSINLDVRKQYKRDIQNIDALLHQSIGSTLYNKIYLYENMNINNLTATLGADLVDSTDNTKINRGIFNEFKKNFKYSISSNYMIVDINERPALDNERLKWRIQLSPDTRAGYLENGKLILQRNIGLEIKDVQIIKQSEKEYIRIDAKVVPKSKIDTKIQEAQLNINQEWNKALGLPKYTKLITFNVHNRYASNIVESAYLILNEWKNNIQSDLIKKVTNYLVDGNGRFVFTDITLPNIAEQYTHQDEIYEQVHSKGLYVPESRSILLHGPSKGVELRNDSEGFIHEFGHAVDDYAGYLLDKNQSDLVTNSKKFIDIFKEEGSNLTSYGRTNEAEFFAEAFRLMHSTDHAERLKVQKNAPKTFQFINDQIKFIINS
BH1578 lux ind – inducers of Vibrio cholerae quorum light production without autoinducers, primary screen, BH1578 luxS cqsA deficient, single point; 350,000 tested, 0.16% active; activation, % at 18.7 µM; V. cholerae BH1578 lux reporter, luminescence, 6 h; in the data active = activation mostly above about 9.7%, no sharp cut-off; note: not every result past the cut was called active; inactives centre near 0; reference of the scale not given here
Yp Topo-I inh – Yersinia pestis topoisomerase I inhibitors, primary screen, biochemical, cleavage product accumulation, plate reader, single point; DNA topoisomerase I (Yersinia pestis CO92); Y. pestis Topo-I cleavage product accumulation; activity, % at 10 µM; 360,000 tested, 0.064% active; AID 504884, 2011; in the data active = activity above about 50%, passing the limit was not always enough; note: inactives centre near 2
BoNT-A LC inh2 – BoNT/A light chain protease inhibitors, primary screen, biochemical, flow cytometry, MLPCN library. Botulinum neurotoxin type A light chain protease (Clostridium botulinum A str. ATCC 3502). multiplex microsphere protease substrate cleavage. inhibition, % at 10 µM. 360,000 tested, 0.17% active; note: plate controls were buffer without enzyme for full effect and enzyme alone for no effect
The depositor's hits bear a star; i = inactive; . = not tested or not shown; & = joins results of further samples. Cut-off read from the data, not from the text of the source, unless noted: active = inhibition above about 30%; inconclusive = no clear call, values can overlap the other calls; inactive = below that. Some of the compounds tested; count on the stated rates, not on these rows.

| SMILES | CCHFV vOTU inh | TcdB GH inh | SARS 3CLpro inh | DUSP3 inh | PriA SSB inh | PfHsp40 yeast | Anthrax LF inh2 | BH1578 lux ind | Yp Topo-I inh | BoNT-A LC inh2 |
| --- | --- | --- | --- | --- | --- | --- | --- | --- | --- | --- |
| O=C(Nc1ccccn1)Nc1cccs1 | -5 | 1.7 | 2 | 21 | -4 | 0.1 | -3 | -11 | 4 | -1.0 |
| O=C(Nc1cccc(-c2cccc(Cl)c2)c1)C1CCN(C2CCC2)CC1 | 18 | 1.5 | 4 | 10 | -4 | -0.4 | . | i | -23 | . |
| COc1ccc(C(=O)O)cc1S(=O)(=O)NC(C)C | 11 | 1.3 | 3 | 0 | -3 | -0.8 | -5 | 0.1 | -3 | 0.2 |
| C=CCNC(=S)NNC(=O)C(CCCC)CC(C)(C)O (stereo unspecified) | -3 | . | -6 | 4 | -16 | 0.3 | 4 | -0.2 | -1 | 0.4 |
| CCN(CC)S(=O)(=O)c1cccc2cc(C(=O)O)c(O)cc12 | -8 | . | 2 | 8 | -16 | -0.3 | 0 | 5.9 | -9 | 0.0 |
| CC1Cc2cc(/C(O)=C3/C(=O)C(=O)N(CCCn4ccnc4)C3c3ccco3)ccc2O1 (stereo unspecified) | -1 | . | -5 | 15 | . | 0.2 | -2 | 1.5 | -2 | -0.1 |
| Cc1ccccc1N1C(=O)NC(=O)/C(=C\c2ccc3c(c2)CCCN3Cc2ccccc2)C1=O | -3 | -0.1 | 2 | 1 | -30 | 2.1 | 3 | -1.1 | 14 | 1.8 |
| COc1cc(/C=N/NS(=O)(=O)c2ccc(Br)cc2)ccc1O | 16 | 1.5 | -4 | 2 | . | -0.8 | 2 | 0.8 | 0 | -2.3 |
| CCN(CC)CCSc1nnc2c3cc(C)ccc3n(Cc3ccccc3)c2n1 | 12 | 0.5 | -1 | 5 | 11 | . | 4 | -0.7 | 7 | 0.5 |
| Cn1c(SCC(=O)NCCNC(=O)CSc2nnc(C(F)(F)F)n2C)nnc1C(F)(F)F | -6 | 0.6 | -5 | 16 | -24 | 0.1 | -3 | . | 1 | 0.0 |
| CCn1c(O)c(C=Nc2cc(Cl)ccc2Cl)c(=O)n(CC)c1=O | -11 | . | 4 | -2 | -5 | 0.2 | -1 | -0.4 | 3 | -1.0 |
| Cc1cc(Cl)ccc1OCC(=O)NCC(=O)N/N=C/c1ccco1 | -5 | 1.2 | 3 | -2 | . | -0.7 | 0 | -0.1 | 4 | -0.5 |
| COc1ccc(CCc2nc(C)ccc2O)cc1 | -1&-6 | . | 2&0 | -2&21 | 1 | -0.7&-0.4 | 0&-3 | i | 6&-6 | -1.5&0.0 |
| COc1ccc(C)cc1N(CC(=O)NC1CCCC1)C(=O)Cn1nnc(-c2ccc(C)o2)n1 | 14 | -4.0 | -2 | 7 | 4 | -0.2 | -3 | -0.6 | 28 | -0.4 |
| Oc1cccc(/C=N/Nc2ncnc3c2ncn3Cc2ccccc2)c1 | 27 | . | -2 | 2 | . | -0.3 | -2 | 0.7 | -1 | -1.6 |
| Cc1ccc(-c2cc(C(=O)O)n[nH]2)o1 | -4 | . | -3 | 32 | -1&-7 | 0.0 | -12 | -0.3 | 7 | 0.5 |
| Cc1ccc(-n2nnc3c(=O)n(CC(=O)c4ccccc4)cnc32)cc1 | 3 | 0.5 | -4 | 7 | -15 | -0.4 | 0 | -0.5 | -9 | 0.3 |
| O=C(Nc1ccccn1)c1ccc(Br)c(S(=O)(=O)N2CCCC2)c1 | -2 | -0.3 | 2 | 19 | -6 | -0.2 | -5 | . | 4 | -0.9 |
| CCC(C)c1ccc(NC(=O)CSc2nncn2N)cc1 (stereo unspecified) | 11 | . | 6 | 20 | -6 | 5.6 | 1 | i | 2 | -0.2 |
| Cc1cccc(C(=O)c2cccc(C)c2)c1 | -8 | -1.5 | 4 | -5 | -15 | 1.3 | -3 | i | -5 | -0.8 |
| CCOC(=O)c1c(NC(=O)C(C)Sc2nnc(C)c(=O)[nH]2)sc2c1CCCC2 (stereo unspecified) | 6 | 0.3 | 5 | 17 | -16 | -1.4 | 5 | i | 8 | -0.6 |
| CCC(=O)N1CCN(CCN=CC2=C(O)CC(c3cccs3)CC2=O)CC1 (stereo unspecified) | -1 | 1.3 | 6 | 29 | -6 | -1.9 | -4 | 0.8 | 11 | -2.0 |
| CCCOc1ccccc1C(=O)N1CCNC(=O)C1CC(=O)OC(C)C (stereo unspecified) | -12 | 1.2 | 1 | 40 | -11 | 2.0 | -5 | 0.0 | 5 | -0.5 |
| CC(C)Sc1cc(N2CCOCC2)nc(-c2ccccc2)n1 | -12 | . | -1 | -5 | -1 | 3.2 | 2 | i | 3 | 0.5 |
| Cc1ccccc1OCc1nnc(SC(C)C(=O)O)n1Cc1ccccc1 (stereo unspecified) | -2 | -1.0 | 3 | -1 | -3 | -0.1 | 0 | -0.2 | 3 | -0.9 |
| O=C1CC(NCc2ccncc2)C(=O)N1c1ccc(Cl)cc1 (stereo unspecified) | 6 | . | -6 | 19 | 8 | -0.5 | 0 | -0.3 | 5 | -0.7 |
| O=C(Nc1ncc2c(n1)CC(c1ccco1)CC2=O)c1ccccc1 (stereo unspecified) | 3 | . | 0 | 8 | -1 | 0.0 | -3 | -0.6 | 3 | -0.6 |
| CN1C(=O)c2ccccc2C(O)c2ccccc21 (stereo unspecified) | -4 | -0.3 | . | . | -4 | -0.4 | 7 | -0.5 | 3 | 0.2 |
| COc1cc(/C=N/NC(=O)c2ccc(N(C)S(=O)(=O)c3ccccc3)cc2)cc(OC)c1OC | -16 | . | 6 | -5 | . | -0.3 | 0 | -0.5 | 21 | -0.2 |
| CCCCCSc1nc2c(cnn2-c2ccc(F)cc2)c(=O)[nH]1 | 16 | -1.5 | -5 | . | -4 | -0.9 | -6 | i | -6 | 2.1 |

Sorted by molecular weight (low to high): part of the list above
| SMILES | CCHFV vOTU inh | TcdB GH inh | SARS 3CLpro inh | DUSP3 inh | PriA SSB inh | PfHsp40 yeast | Anthrax LF inh2 | BH1578 lux ind | Yp Topo-I inh | BoNT-A LC inh2 |
| --- | --- | --- | --- | --- | --- | --- | --- | --- | --- | --- |
| O=C(Nc1cccc(-c2cccc(Cl)c2)c1)C1CCN(C2CCC2)CC1 | 18 | 1.5 | 4 | 10 | -4 | -0.4 | . | i | -23 | . |
| Cc1ccccc1OCc1nnc(SC(C)C(=O)O)n1Cc1ccccc1 (stereo unspecified) | -2 | -1.0 | 3 | -1 | -3 | -0.1 | 0 | -0.2 | 3 | -0.9 |
| CC1Cc2cc(/C(O)=C3/C(=O)C(=O)N(CCCn4ccnc4)C3c3ccco3)ccc2O1 (stereo unspecified) | -1 | . | -5 | 15 | . | 0.2 | -2 | 1.5 | -2 | -0.1 |

The list goes on.
| SMILES | CCHFV vOTU inh | TcdB GH inh | SARS 3CLpro inh | DUSP3 inh | PriA SSB inh | PfHsp40 yeast | Anthrax LF inh2 | BH1578 lux ind | Yp Topo-I inh | BoNT-A LC inh2 |
| --- | --- | --- | --- | --- | --- | --- | --- | --- | --- | --- |
| COc1ccc(-c2nc(CS(=O)CC(=O)NC(C)CCc3ccccc3)c(C)o2)cc1OC (stereo unspecified) | 14 | -0.1 | 6 | 30 | -9 | -0.1 | -2 | -0.2 | -5 | 1.4 |
| Cc1cc(=O)oc2cc(OS(C)(=O)=O)ccc12 | 4 | 1.0 | 0&-1 | 20&2 | -1 | -1.8 | 1 | -0.2 | -1 | 0.0 |
| Cc1ccccc1C(=O)Nc1ccccc1C(=O)N1CCC(C)CC1 | 15 | 0.5 | 0 | -4 | 2 | 0.0 | -1 | i | 1 | 0.3 |
| COc1ccc(-n2c(CSc3nc(C)cc(C)n3)nnc2SCC(=O)Nc2nccs2)cc1 | -8 | . | 0 | 44 | -6 | -1.0 | -6 | 3.1 | 11 | 0.1 |
| CN(c1ccccc1C(=O)Nc1cccc([N+](=O)[O-])c1)S(=O)(=O)c1ccccc1 | 2 | 2.5 | -4 | 28 | 0 | 4.6 | -4 | i | -2 | -0.5 |
| O=C(COC(=O)c1cncc(Br)c1)Nc1ccc(S(=O)(=O)N2CCOCC2)cc1 | -2 | 0.4 | . | . | . | . | 15 | -0.5 | -6 | 4.6 |
| Cc1cc(C)c(C(=O)/C=C/c2cccc3ccccc23)c(=O)[nH]1 | -3 | 1.0 | 4 | 5 | 7 | -0.9 | 14 | -2.7 | 8 | 16 |
| COc1ccc(-n2nc3c(c2NC(=O)c2ccccc2)CS(=O)(=O)C3)cc1 | 14 | -0.6 | . | . | . | . | -10 | -0.1 | -1 | -1.0 |
| COCCNC(=S)N1CCc2cc(OC)c(OC)cc2C1COc1cc(C)cc(C)c1 (stereo unspecified) | -3 | 1.0 | -3 | -14 | -21 | 1.4 | 0 | -0.2 | 17 | -1.2 |
| CCN1CCCC1CNC(=O)C(=O)Nc1ccc(OC)cc1 (stereo unspecified) | 1 | 0.4 | 6 | 10 | -11 | -2.1 | 2 | -0.4 | -4 | 1.3 |
| CCC1Oc2ccccc2N(CC(=O)NCCN2C(C)CCCC2C)C1=O (stereo unspecified) | -29 | . | 1 | 15 | 2 | 0.0 | 1 | -5.0 | 6 | -0.4 |
| CC(C)NC(=O)C1(C)CCCN1C(=O)c1cc(C#N)cs1 (stereo unspecified) | -1 | 0.3 | . | . | . | . | 3 | -0.4 | 1 | 0.1 |
| CC(=O)Nc1nnc(-c2ccccn2)o1 | -6 | 1.1 | -5 | -2 | -5 | -1.3 | -2 | -0.2 | 1 | 0.3 |
| Cn1c(Cn2nnc3ccccc32)nnc1SCC(=O)NCc1ccc2c(c1)OCO2 | 4 | 0.8 | -3 | 25 | -1 | -0.4 | 2 | i | 0 | -0.3 |
| CC(C)C[C@@H](COc1ccccc1)N1CCN(CC(C)C)CCC1=O | 24 | 1.0 | -5 | -3 | -18 | 0.1 | -6 | -1.0 | 0 | 0.1 |
| CCOCCCNC(=O)C1CC(=O)N(C2CCCC2)C1 (stereo unspecified) | -7 | -6.8 | -3 | -9 | -2 | -2.2 | 1 | -0.6 | -10 | 0.0 |
| CCOC(=O)CSc1nnc2n(Cc3ccccc3)c(=O)c3c4c(sc3n12)CCC4 | 2 | . | 5 | 52* | -8 | -1.8 | 0 | i | 14 | -0.4 |
| Cn1cnnc1SCC(=O)N(Cc1ccc2c(c1)OCO2)C1(C(=O)NC2CCCCC2)CCCC1 | -5 | . | 0 | 25 | -4 | -0.1 | -1 | i | 12 | 0.7 |
| c1cncc(-c2noc(-c3ccc4ccccc4c3)n2)c1 | -3 | 1.3 | 0 | 18 | -14 | 0.1 | 8 | i | 15 | 1.3 |
| O=[N+]([O-])c1cc(/C=N/O)ccc1Sc1ccccc1 | 3 | . | 2 | -4 | . | 0.1 | -5 | -5.6 | -15 | -0.3 |

Record cards, as listed above.
`CC(=O)Nc1nnc(-c2ccccn2)o1` is listed as CCHFV vOTU inh = -6; TcdB GH inh = 1.1; SARS 3CLpro inh = -5; DUSP3 inh = -2; PriA SSB inh = -5; PfHsp40 yeast = -1.3; Anthrax LF inh2 = -2; BH1578 lux ind = -0.2; Yp Topo-I inh = 1; BoNT-A LC inh2 = 0.3
`Cn1cnnc1SCC(=O)N(Cc1ccc2c(c1)OCO2)C1(C(=O)NC2CCCCC2)CCCC1` is listed as CCHFV vOTU inh = -5; TcdB GH inh = .; SARS 3CLpro inh = 0; DUSP3 inh = 25; PriA SSB inh = -4; PfHsp40 yeast = -0.1; Anthrax LF inh2 = -1; BH1578 lux ind = i; Yp Topo-I inh = 12; BoNT-A LC inh2 = 0.7

Screening results deposited in PubChem by several laboratories.
